# Assay outcomes from PubChem.
# BRCA1 expr up: qHTS Assay to Identify Small Molecule Activators of BRCA1 Expression. MCF7-BRCA1-FFLuc reporter, luminescence, 48 h; response scale: scaled: vehicle 0%, 10 µM genistein 100%. Potency, µM (top dose mostly 46.1 µM), for the others: at the top dose activation, usual class: activators. 380,000 compounds, 1.1% hits. AID 624202, 2012; further: potency means the concentration at half of the fitted maximal effect; nearly all actives have a fitted effect of over 80% in size; some results filed as inactive show a strong effect at the top dose
#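 MCF7-BRCA1-FFLuc, 2000 cells/well; 2 h attach, 37 °C/5% CO2; compound 48 h; luciferase substrate 15 min; luminescence end-point. Norm. to genistein 10 microM max activation and DMSO; concentration-response curves fitted.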
# USP2a inh: qHTS Assay for Inhibitors of Ubiquitin-specific Protease USP2a Using CHOP2 as the Reporter | USP2 core, Ub-CHOP2 coupled fluorogenic reporter, 485/531 | Potency, µM (top dose mostly 38.3 µM), inactives show at the highest dose activity change, negative = inhibition, actives largely listed as inhibitors | 330,000 compounds, 0.01% hits;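 further: potency means the concentration at half of the fitted maximal effect; plate controls were DMSO wells for no effect and full inhibition by NEM control for full effect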
# Target sequence (O75604 whole entry, looked up): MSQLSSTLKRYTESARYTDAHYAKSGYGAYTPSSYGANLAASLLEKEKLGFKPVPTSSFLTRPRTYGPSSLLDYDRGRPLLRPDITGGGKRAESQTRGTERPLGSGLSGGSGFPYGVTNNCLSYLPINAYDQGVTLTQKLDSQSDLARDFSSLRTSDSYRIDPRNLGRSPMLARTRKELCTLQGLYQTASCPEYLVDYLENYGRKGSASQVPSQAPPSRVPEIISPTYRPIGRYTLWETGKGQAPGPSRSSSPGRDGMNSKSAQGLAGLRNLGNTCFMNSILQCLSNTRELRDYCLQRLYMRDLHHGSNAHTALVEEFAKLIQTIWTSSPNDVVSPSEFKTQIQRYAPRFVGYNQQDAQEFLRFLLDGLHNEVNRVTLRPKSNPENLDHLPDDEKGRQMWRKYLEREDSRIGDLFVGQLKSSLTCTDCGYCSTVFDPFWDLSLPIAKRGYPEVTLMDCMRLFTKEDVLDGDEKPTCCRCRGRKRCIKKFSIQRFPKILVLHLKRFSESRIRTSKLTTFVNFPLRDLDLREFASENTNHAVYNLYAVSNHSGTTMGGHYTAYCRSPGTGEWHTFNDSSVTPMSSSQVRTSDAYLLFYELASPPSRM
#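 Deubiquitinase activity read as fluorescence (485/531 nm) after Ub-CHOP2 cleavage activates the enterokinase reporter on its substrate; USP2 core 10nM, Ub-CHOP2 and substrate 25nM each, 30min compound preincubation then 60min RT; data normalized to NEM, curves fitted.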
# Eya2 inh: qHTS Assay for Inhibitors of the Phosphatase Activity of Eya2; recombinant Eya2, OMFP fluorescence dephosphorylation (OMFP is methylfluorescein phosphate); Potency, µM (top dose mostly 76.9 µM), inactives show at the highest dose activity, negative = inhibition, most hits filed as inhibitors; 330,000 compounds, 0.006% hits; AID 488837, 2010; further: potency means the concentration at half of the fitted maximal effect; on the % scale 0 is the no-effect control and ±100 the full control effect
#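 Eya2 (0.2 uM) preincubated 10 min at ambient with compound, then OMFP substrate added at 50 uM; 10 min reaction in 50 mM HEPES pH 7.5, 50 mM NaCl, 5 uM MgCl2, 0.05% BSA, 1 mM DTT. Fluorescence read at Ex 485/Em 525 nm.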
# a7 integrin act: qHTS for Activators of Integrin-Mediated Alleviation for Muscular Dystrophy; 350,000 compounds, 0.064% hits; alpha7betagal myoblasts, beta-gal FDG fluorescence, 48 h; Potency, µM (titrated, usually from 38.3 µM), for inactives: top-dose activation, usual class: activators;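 further: potency means the concentration at half of the fitted maximal effect; 100% = response of the positive control SU9516; nearly all actives have a fitted effect of over 60% in size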
#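 Alpha7betagal+/- myoblasts (passage 13) were plated 16-24 hr, then exposed to compounds (1:260 dilution of DMSO stock) for 48 hours at 37C. After MPER lysis, β-galactosidase reporter activity was read as FDG fluorescence (ex 480/em 540) after 30 minutes.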
# p53 reactivator: qHTS assay for re-activators of p53 using a Luc reporter | H1299 p53-A138V BP100-luciferase reporter, luminescence, 24 h | Potency, µM (top dose mostly 92.2 µM), without a hit: top-dose activity change, positive = activation, hits mostly activators | 320,000 compounds, 0.063% hits; further: potency means the concentration at half of the fitted maximal effect; % of control where 0% means no effect; nearly all actives have a fitted effect of over 45% in size
#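 p53-null H1299 cells stably carrying temperature-sensitive p53-A138V and a BP100-luciferase reporter were pinned with compounds (4-point, 1:5 series) and held 24 hrs at 37 deg C. Luminescence was read 10 min after detection reagent.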
# B2AR arrestin: qHTS assay of beta-arrestin-biased ligands of beta2-adrenergic receptor. Beta-2 adrenergic receptor (Homo sapiens), P07550. beta-arrestin recruitment to beta2AR, cell-based reporter. Potency, µM (series often up to 46.1 µM), without a hit: at the top dose activation, hits mostly activators. 330,000 compounds, 0.02% hits. AID 492947, 2010;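 further: potency means the concentration at half of the fitted maximal effect; 0% = DMSO controls and full agonism = EC100 isoproterenol or metaproterenol; nearly all actives have a fitted effect of over 65% in size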
# TRPV1 agonist: HTS Assay for Compounds that Act as Agonists of the Vanilloid Receptor 1. 320,000 compounds, 0.19% hits. activation, % at 8.33 µM. Transient receptor potential cation channel subfamily V member 1 (Homo sapiens), Q8NER1. AID 540275, 2011. TRPV1-expressing cells, Fluo-8 calcium influx, agonist mode; in the data active means activation above about 80%; inconclusive means between about 30% and that limit; further: 0% is about no effect
#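 Cells expressing TRPV1 were dye-loaded with Fluo-8 and read kinetically: 10 s baseline, 3 min after compound (agonist portion), then 2 min after EC20 capsaicin (allosteric enhancer portion). Calcium-bound dye fluorescence at 480/520 nm.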
# uPA surface inh: qHTS for Inhibitors of Cell Surface uPA Generation. cell surface uPA generation assay, qHTS. Potency, µM (titrated, usually from 38.3 µM), for the others: top-dose activity change, negative = inhibition, usual class: inhibitors. 330,000 compounds, 0.31% hits. AID 540303, 2011; active means well fitted inhibition curve with a large enough effect; inconclusive means small, poorly fitted or top-dose-only effect; inactive means no such curve, though single readings can be large or run the other way; tested in mouse RAW 264.7 cells; further: potency means the concentration at half of the fitted maximal effect; on the % scale 0 is the no-effect control and ±100 the full control effect; nearly all actives have a fitted effect of over 55% in size
# TSG101-PTAP inh: qHTS Assay for Iinhibitors of HIV-1 Budding by Blocking the Interaction of PTAP/TSG101; Fluorescence polarization, FITC-PTAP peptide / Tsg101 binding; AID 493005, 2010; Potency, µM (highest dose often 115 µM), for the others: at the top dose activity change, negative = inhibition, usual class: inhibitors; 340,000 tested, under 10 active; Tumor susceptibility gene 101 protein (Homo sapiens), Q99816; active means well fitted inhibition curve with a large enough effect in the main read-out, with a control signal flat, not every such curve was filed as active; inconclusive means small, poorly fitted or top-dose-only effect, or effect the other way, or a change in a side signal; inactive means no such curve, though single readings can be large or run the other way; further: potency means the concentration at half of the fitted maximal effect; % of control where 0% means no effect
# Target sequence (Q99816 whole entry, looked up): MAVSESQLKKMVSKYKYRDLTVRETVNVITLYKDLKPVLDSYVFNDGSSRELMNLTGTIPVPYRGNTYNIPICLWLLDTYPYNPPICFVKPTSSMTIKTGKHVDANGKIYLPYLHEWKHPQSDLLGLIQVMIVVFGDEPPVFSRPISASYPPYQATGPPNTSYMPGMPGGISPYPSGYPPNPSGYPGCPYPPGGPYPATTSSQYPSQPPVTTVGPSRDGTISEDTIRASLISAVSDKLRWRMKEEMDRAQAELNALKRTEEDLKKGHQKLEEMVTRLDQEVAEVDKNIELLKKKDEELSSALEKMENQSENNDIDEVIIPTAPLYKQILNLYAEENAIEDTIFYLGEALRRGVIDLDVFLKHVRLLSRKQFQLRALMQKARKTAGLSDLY
#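 Compounds were pin-transferred onto Tsg101 binding domain (10 uM final) in HEPES pH 7.5 buffer, then FITC-PTAP peptide was added at 50 nM final. After 20 min at RT, polarization reported peptide displacement across a qHTS concentration series.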
# ASM inhibitor: Inhibitors of Secretory Acid Sphingomyelinase (S-ASM): qHTS. Sphingomyelin phosphodiesterase (Homo sapiens), P17405. placental ASM, HMU-PC fluorogenic substrate, 60 min. Potency, µM (series often up to 57.5 µM), inactives show top-dose activity change, negative = inhibition, most hits filed as inhibitors. 340,000 compounds, 0.006% hits; further: potency means the concentration at half of the fitted maximal effect
#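 Human placenta-derived ASM enzyme was preincubated with compound for 10 minutes at room temperature, then given fluorogenic substrate HMU-PC0 (9 uM final) for 60 minutes at 37 °C; a pH 10 stop preceded fluorescence reading at Ex 386/Em 447 nm.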
# ELG1 genotoxic: qHTS screen for small molecules that induce genotoxicity in human embryonic kidney (HEK293T) cells expressing luciferase-tagged ELG1. AID 504466, 2011. HEK293T ELG1-luciferase reporter, luminescence, 16 h. Potency, µM (highest dose often 46 µM), for the others: at the top dose activity change, positive = activation, actives largely listed as activators. 330,000 compounds, 1.3% hits; further: potency means the concentration at half of the fitted maximal effect; % of control where 0% means no effect; nearly all actives have a fitted effect of over 60% in size
#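 ELG1-luciferase HEK293T cells, 2,000/well; compound pinned in; 16 hr, 37 °C, 5% CO2; ONE-Glo, 30 min RT; luminescence on CCD imager.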
# * = called active by the depositor; u = inconclusive; x = no result given; [ ] = dose if it differs, or a comment. Unless noted, the call rests on the fitted dose curve; in most records, active means well fitted curve in the direction sought with a large enough effect; inconclusive means small, poorly fitted or top-dose-only effect, or another doubt; inactive means no such curve, though single readings can be large; an effect the other way counts as inactive or inconclusive.
SMILES,BRCA1 expr up,USP2a inh,Eya2 inh,a7 integrin act,p53 reactivator,B2AR arrestin,TRPV1 agonist,uPA surface inh,TSG101-PTAP inh,ASM inhibitor,ELG1 genotoxic
Cn1cnnc1SCC(=O)NCc1ccccc1,-3%,0%,-7%,-2%,19%,-0.1%,-1,3%,0%,3%,-1%
C=C(C)C(=O)N1CC2(CC(c3cccc(NC(=O)CCCCC)c3)=NO2)C[C@H]1C(N)=O (stereo not given in full),24%,12%,-3%,-7%,-1%,0.8%,-2,3%,-4%,-3%,0%
COc1ccc2cc(C(=O)N3CCN(c4ccc(F)cc4)CC3)[nH]c2c1,-6%,0%,14%,-16%,-2%,3.0%,-6,11%,-2%,-4%,-2%
CCOC(=O)N1CCN(C(=O)COc2ccc([N+](=O)[O-])cc2)CC1,9%,-1%,4%,6%,-3%,-0.1%,0,0%,-2%,3%,-5%
Cc1nnc(NC(=O)Nc2cccc(Cl)c2)s1,u,1%,7%,29%,10%,-0.1%,-3,2%,-1%,-4%,-19%
CN1C(=O)/C(=N\OC(=O)c2cccc3ccccc23)c2ccccc21,-21%,1%,-1%,-56%[inhibitor],8%,-0.3%,0,0%,0%,-17%,5%
Cc1ccc(S(=O)(=O)C2CCOC2=O)cc1 (stereo not given),-2%,0%,9%,18%,-1%,-0.3%,-2,1%,-9%,3%,-1%
Cc1cc(C(=O)COc2ccccc2[N+](=O)[O-])c(C)n1C1CC1,101%,-1%,-20%,-15%,u,-0.2%,1,-6%,-3%,0%,5%
COC(=O)c1cc(NC(=O)Cc2ccc(OC)cc2)cc(C(=O)OC)c1,-3%,2%,-1%,0%,-10%,2.8%,u,8%,-5%,-4%,-7%
C/C=C(\C)C(=O)Nc1cccc(C2=NOC3(C2)C[C@H](C(N)=O)N(C(=O)C(c2ccccc2)c2ccccc2)C3)c1 (stereo not given in full),-24%,-20%,7%,-4%,-4%,-0.3%,-3,4%,x,-1%,-1%

# Gathered by group: the compounds so far containing an aryl methoxy group (2)
SMILES,BRCA1 expr up,USP2a inh,Eya2 inh,a7 integrin act,p53 reactivator,B2AR arrestin,TRPV1 agonist,uPA surface inh,TSG101-PTAP inh,ASM inhibitor,ELG1 genotoxic
COc1ccc2cc(C(=O)N3CCN(c4ccc(F)cc4)CC3)[nH]c2c1,-6%,0%,14%,-16%,-2%,3.0%,-6,11%,-2%,-4%,-2%
COC(=O)c1cc(NC(=O)Cc2ccc(OC)cc2)cc(C(=O)OC)c1,-3%,2%,-1%,0%,-10%,2.8%,u,8%,-5%,-4%,-7%

# (listing goes on)
SMILES,BRCA1 expr up,USP2a inh,Eya2 inh,a7 integrin act,p53 reactivator,B2AR arrestin,TRPV1 agonist,uPA surface inh,TSG101-PTAP inh,ASM inhibitor,ELG1 genotoxic
Cn1c(=O)c(C(=O)CN2CC(=O)Nc3ccccc32)c(N)n(Cc2ccccc2)c1=O,-1%,3%,-6%,-3%,-5%,-0.9%,1,2%,0%,-2%,-3%
O=c1c2ccccc2nc(-c2ccccc2Cl)n1O,-21%,13%,-29%,-24%,-2%,-0.1%,2,1%,-6%,7%,8%
COc1ccc2oc(=O)c(C(=O)n3ccc(C)n3)cc2c1,9%,2%,12%,-9%,0%,-0.2%,-1,0%,x,319%[activator],2%
COc1ccc(NS(=O)(=O)c2cccc(C(=O)Nc3cccc(C(=O)O)c3)c2)cc1,5%,0%,-10%,20%,-1%,-0.2%,2,-2%,1%,9%,1%
Nc1cc(C(F)(F)F)ccc1-n1cccc1,-3%,9%,14%,1%,5%,-0.1%,10,11%,0%,-1%,-1%
CC(Nc1ccc(Cl)cc1)c1cc(Cl)ccc1O (stereo not given),-15%,-7%,-3%,-16%,-1%,0.0%,4,-1%,-1%,-5%,-1%
CCC(=O)c1cc(F)c(N2CCN(S(=O)(=O)c3ccc(C)cc3)CC2)cc1C,-52%,-9%,-1%,-40%,5%,0.5%,10,-3%,-1%,-4%,-19%
COc1ccccc1CNC(=O)/C=C/c1ccc(S(=O)(=O)NCc2ccco2)cc1,-23%,-1%,8%,0%,-3%,-2.5%,0,-6%,0%,x,2%
CCOC(=O)c1nnn(CC(=O)Nc2cc(Cl)ccc2C)c1C(=O)OCC,0%,2%,0%,20%,1%,-0.2%,2,6%,0%,-3%,0%
COc1ccc(C(=O)N/C(=C\c2ccc3c(c2)OCO3)C(=O)Nc2cccc(C(=O)O)c2)cc1,1%,2%,-2%,10%,u,0.1%,-1,7%,-2%,0%,11%
COc1ccccc1CN(C)C(=O)COC(=O)c1c(C)noc1C,8%,2%,2%,13%,17%,-0.2%,x,0%,-2%,4%,-4%
O=C(NC1CCCCC1)C(Cc1ccccc1)N1C(=O)C2C3CCC(C3)C2C1=O (stereo not given),6%,2%,0%,5%,2%,0.2%,20,1%,-3%,1%,0%
N#Cc1c2n(c(=S)n(-c3ccccc3[N+](=O)[O-])c1=O)CCCCC2,-8%,-3%,-13%,27%,5%,-0.2%,2,-2%,-1%,-2%,-5%
CC(C)(C)NC(=O)Nc1ccc(Cn2cc(C(F)(F)F)ccc2=O)cc1,39%,1%,14%,36%,-2%,-0.5%,3,1%,-1%,-3%,-5%
COCCNC(=S)N1CCC(C(=O)c2ccc(F)cc2)CC1,2%,x,x,-33%,x,x,x,17%,-3%,-2%,x
Cc1cccc(N2CCN(c3cccc(C)c3)C2c2cccnc2)c1,3%,-4%,-32%,20%,11%,-0.1%,7,-6%,-1%,-6%,3%
Cc1cccc(OCC(=O)OCC(=O)NCC2CCCO2)c1C (stereo not given),0%,0%,15%,-3%,9%,0.0%,12,12%,-4%,1%,3%
C1CCC(C23CC4CC(CC(C4)C2)C3)NC1 (stereo not given),7%,3%,0%,12%,-4%,0.0%,0,0%,-2%,4%,0%
O=C(/C=C/c1ccc(S(=O)(=O)N2CCOCC2)cc1)NC(=S)Nc1ccc(Cl)cc1Cl,1%,3%,-1%,18%,21%,-0.5%,-2,3%,-1%,-9%,12%
Cc1ccc(-c2nc(CS(=O)CC(=O)NCc3ccccn3)c(C)o2)cc1 (stereo not given),-11%,2%,-6%,-3%,-3%,-0.8%,0,-21%,0%,-1%,0%
C=CCSC1=NC(N)=C(C#N)C2(CCCCC2)C1C(N)=O (stereo not given),-2%,2%,-6%,11%[7.66 µM],11%,0.3%,-1,-5%,-4%,-1%,-1%
O=C1CCC(C(=O)N(Cc2cccs2)C2(C(=O)NC3CCCCC3)CCCCC2)N1 (stereo not given),-20%,2%,u,14%,-3%,0.1%,0,-3%,3%,3%,0%
COc1ccc(CN2C(=O)CS/C2=N/N=C/c2cccs2)cc1,30%,3%,9%,12%,9%,-0.2%,2,0%,-1%,u,13%

# Reformatted: results already given.
O=C1CCC(C(=O)N(Cc2cccs2)C2(C(=O)NC3CCCCC3)CCCCC2)N1 (stereo not given)
  BRCA1 expr up = -20%
  USP2a inh = 2%
  Eya2 inh = u
  a7 integrin act = 14%
  p53 reactivator = -3%
  B2AR arrestin = 0.1%
  TRPV1 agonist = 0
  uPA surface inh = -3%
  TSG101-PTAP inh = 3%
  ASM inhibitor = 3%
  ELG1 genotoxic = 0%
COc1ccc(CN2C(=O)CS/C2=N/N=C/c2cccs2)cc1
  BRCA1 expr up = 30%
  USP2a inh = 3%
  Eya2 inh = 9%
  a7 integrin act = 12%
  p53 reactivator = 9%
  B2AR arrestin = -0.2%
  TRPV1 agonist = 2
  uPA surface inh = 0%
  TSG101-PTAP inh = -1%
  ASM inhibitor = u
  ELG1 genotoxic = 13%
